Bfl-1 inhibitors: Bfl-1 inhibitors, primary screen, biochemical, fluorescence polarization, FITC-Bid, mouse (AID 432) | FITC-Bid BH3 peptide fluorescence polarization displacement; higher % means a stronger effect | displacement, % at 20 µM, or IC50 in µM where a hit was titrated | 0.02% of 64,000 active; in the data active means a potency from the dose series; inactive means the rest, 99 in 100 with displacement below about 15%; further: strong numbers were not always called active
MK inhibit: inhibitors of Streptococcus pneumoniae mevalonate kinase; inhibition, % at 10 µM; 0.48% of 65,000 active; purified MK, PK/LDH-coupled NADH absorbance 340 nm;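 active means ranked among the strongest by inhibition in the single 10 µM screen, a fixed top-ranked set picked for dose follow-up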; further: no value below 0 was filed
DPM-DC inhibit: S. pneumoniae DPM-DC inhibition | purified DPM-DC, PK/LDH coupled NADH fluorescence | calls only at 10 µM | 0.49% of 65,000 active | AID 556;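 active means the 320 compounds with the highest percent inhibition in the single-dose primary screen, excluding strongly autofluorescent ones, cut at about 32% in these data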;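 further: kinetic rate of NADH fluorescence loss reporting ADP formed by the decarboxylase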
KRASV12 cytotoxicity: cytotoxicity in KRAS-transformed pancreatic duct cells, primary screen, cell-based, fluorescence, HTS (AID 431) | HPDE-C7K KRASV12 cells, Alamar Blue viability, 48 h; higher % means a stronger effect | cytotoxicity, % at 10 µM, or EC50 in µM where a hit was titrated | 1.7% of 63,000 active;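 active means compounds whose percent cytotoxicity in the single-dose primary screen, scaled between solvent and toxic-drug controls, exceeds 50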;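 further: 0% = DMSO solvent wells and 100% = doxorubicin-treated wells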
HPDE-C7 viability: HPDE-C7 pancreatic duct cell viability loss – fluorescence, HTS (AID 430). 1.8% of 63,000 active. HPDE-C7 pancreatic duct cells viability, fluorescence; higher % means a stronger effect. cytotoxicity, % at 10 µM; hits with a dose series show EC50 in µM;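 further: cells exposed to compound for 48 hours before viability readout; 0% = vehicle and 100% = reference cytotoxic drug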
LYP phosphatase: inhibition of human PTPN22 tyrosine phosphatase – biochemical, DiFMUP fluorescence, recombinant catalytic domain, 10 µM, primary screen (AID 606); recombinant LYP catalytic domain, DiFMUP fluorescence; higher % means a stronger effect; inhibition, % at 10 µM, or IC50 in µM where a hit was titrated; 52,000 tested, under 10 active;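 active means IC50 under 40 µM in the dose-response test; inactive means IC50 of 40 µM or more, or never dose-tested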
HT1080 cytotoxicity: HT1080 cell viability loss – fluorescence readout (AID 620). HT1080 viability, fluorescence; higher % means a stronger effect. 0.42% of 87,000 active. cytotoxicity, % at 10 µM; hits with a dose series show EC50 in µM;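 further: cells exposed to compound overnight then 4 h with Alamar Blue; 0% = vehicle DMSO and 100% = killing control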
PMK inhibit: inhibitors of Streptococcus pneumoniae phosphomevalonate kinase | purified PMK, PK/LDH-coupled NADH absorbance 340 nm | inhibition, % at 10 µM | 0.49% of 65,000 active;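 active means top-ranked compounds by inhibition in the single 10 µM screen, taking a fixed number of the strongest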;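 further: 0% = full reaction with DMSO carrier and 100% = background rate without enzyme reaction; no value below 0 was filed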
TNAP inhibition: human TNAP enzyme inhibitors, biochemical, luminescent (AID 518); purified TNAP enzyme, luminescent substrate readout; higher % means a stronger effect; inhibition, % at 20 µM; hits with a dose series show IC50 in µM; 0.09% of 64,000 active; in the data active means a potency from the dose series; inactive means the rest, 99 in 100 with inhibition below about 22%;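 further: plate controls were vehicle for no effect and reference inhibitor for full effect; many of its hits are not listed in these tables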
PMK inhibit pilot replicates: second read-out of PMK inhibit, no call of its own (marks repeat the call); inhibition, %; measured here: pilot screen replicates
MK inhibit pilot replicates: second read-out of MK inhibit, no call of its own (marks repeat the call); inhibition, %; measured here: pilot screen replicates
DPM-DC inhibit pilot screen %: further read-out of DPM-DC inhibit, marked with its call; inhibition, %; measured here: pilot screen trials
Starred values were filed as active, the others as inactive; i = inactive; . = not tested or not shown. Unless noted, no stated cut-off is given here; in the data, active means cytotoxicity above about 50%; inactive means the rest.

SMILES | Bfl-1 inhibitors | MK inhibit | DPM-DC inhibit | KRASV12 cytotoxicity | HPDE-C7 viability | LYP phosphatase | HT1080 cytotoxicity | PMK inhibit | TNAP inhibition | others
CC1(C)CC(=O)C(C(c2ccncc2)C2C(=O)CC(C)(C)CC2=O)C(=O)C1 | 0% | 8 | i | -9% | -5% | 7% | 17% | 18 | 1%
COc1ccc(OC)c2c1sc(=NC(=O)C(C)C)n2C | -5% | 5 | i | -2% | -11% | 2% | 4% | 14 | 11%
CCn1c(SCC(=O)Nc2nc3c(s2)CCCC3)nc2c1c(=O)n(C)c(=O)n2C | -1% | 9 | i | 12% | 2% | 0% | -12% | 16 | 10%
O=C(NC1CCCC1)c1ccc(COCC(F)(F)F)o1 | 6% | 4 | i | 3% | -4% | 4% | 2% | 0 | 6%
O=C(CN1C(=O)COc2ccccc21)NCCCN1CCN(Cc2ccccc2)CC1 | -1% | 0 | i | 11% | -12% | 10% | 1% | 4 | 12% | PMK inhibit pilot replicates=0.0;MK inhibit pilot replicates=1.0;DPM-DC inhibit pilot screen %=0.0
O=C(C1CCC(CNS(=O)(=O)c2cccs2)CC1)N1CCCCC1 (stereo not given) | -9% | 2 | i | -4% | -14% | 8% | . | 17 | 6%
CNC(=O)c1ccc(N(Cc2ccccc2C)S(C)(=O)=O)cc1 | -4% | 4 | i | 3% | -4% | 2% | 7% | 9 | 15% | PMK inhibit pilot replicates=5.0;MK inhibit pilot replicates=0.0;DPM-DC inhibit pilot screen %=0.0
CC(C)CCOc1ccc(Cl)cc1CN1CCOCC1 | -13% | 0 | i | 35% | 10% | 9% | -22% | 5 | 15%
O=C(Nc1sc2c(c1C(=O)O)CCCC2)c1cccs1 | -6% | 8 | i | 14% | 11% | 5% | -4% | 8 | 7%
CN(C)P(=NC(=O)COc1ccc(Cl)cc1Cl)(N(C)C)N(C)C | -12% | 0 | i | 9% | -2% | -3% | 2% | 11 | 7%
CC12CN3CC(C)(CN(C1)C3c1cc(Br)ccc1O)C2=O (stereo not given) | 0% | 7 | i | 1% | 0% | 2% | 10% | 0 | 16% | PMK inhibit pilot replicates=3.0;MK inhibit pilot replicates=1.5;DPM-DC inhibit pilot screen %=0.0
Cc1ncn(C23CC4CC(CC(O)(C4)C2)C3)n1 | -3% | 0 | i | -1% | -9% | . | -7% | 10 | -1%
CCCCOc1ccc(C(=O)NCc2ccccn2)cc1 | -12% | 1 | i | 1% | -6% | 5% | 6% | 0 | 1%
CC(=O)OC1CC2(C)C(=O)CCC2C2CCc3cc(O)ccc3C12 (stereo not given) | 8% | 0 | i | -12% | -5% | 5% | -7% | 3 | 12%
CCNc1ccc(C(=O)OCC)cc1NC(=O)c1cc(S(=O)(=O)N2CCOCC2)ccc1C | 2% | 4 | i | 3% | 0% | . | -3% | 0 | 9% | PMK inhibit pilot replicates=1.5;MK inhibit pilot replicates=1.5;DPM-DC inhibit pilot screen %=0.0
CCN(CCCNC(=O)CN(C)S(=O)(=O)c1cccc2nsnc12)c1cccc(C)c1 | 2% | 0 | i | -4% | -4% | 4% | 2% | 11 | 10%
CCOC(=O)C(C)n1cnc2c(nnn2Cc2ccc(Cl)cc2)c1=O (stereo not given) | -4% | 8 | i | -4% | -10% | 1% | -4% | 10 | 6%
OCCN=C(c1ccccc1)C12CN3CN(CN(C3)C1)C2 | -9% | 0 | i | 2% | -5% | 8% | -2% | 0 | 8%
CCOc1cc(/C=N/n2cnnc2)ccc1O | 1% | 9 | i | 8% | 4% | . | -5% | 0 | 6%
COc1ccccc1C(=O)NCC(=O)n1nc(C)cc1C | -5% | 2 | i | -6% | 0% | 1% | -10% | 0 | 9%
Cc1ccc(S(=O)(=O)Nc2nc(C)cc(NCCN)n2)cc1 | -2% | 10 | i | -17% | -10% | -3% | 3% | 19 | 6%
CCOc1ccc(C2CC(c3cccc(C)c3)n3nc(N)nc3N2)cc1 (stereo not given) | -7% | 7 | i | 9% | -4% | 1% | -2% | 13 | 47%
CC(=O)c1cccc(NC(=O)c2ccc(NS(=O)(=O)c3c(C)noc3C)cc2)c1 | -6% | 4 | i | 7% | 3% | . | 9% | 9 | 2%
COC(=O)c1coc(-c2ccc(C)cc2)c1C(=O)OC | 4% | 8 | i | -19% | -13% | -1% | -9% | 8 | 4%
Cc1ccc(NC(=O)Cn2cccc2)cc1C | 1% | 4 | i | 2% | 5% | 3% | -2% | 11 | 8%
COc1ccc(NS(=O)(=O)c2cc(-c3nnnn3C)ccc2OC)cc1 | 1% | 11 | i | -11% | -14% | 8% | . | 0 | -3%
O=C(c1ccncc1)N(Cc1ccco1)Cc1cc2ccccc2[nH]c1=O | 1% | 3 | i | -1% | 1% | 4% | 13% | 2 | 9%
C=CCn1c2ccccc2c2nnc(SCCCn3c(=O)[nH]c4ccccc43)nc21 | -2% | 8 | i | 69%* | 90%* | 16% | 0% | 7 | 8%
CC(C)(C)n1ncc2c(=O)n(CC(=O)NCc3ccccc3)cnc21 | 2% | 0 | i | 37% | 47% | . | 15% | 8 | 16% | PMK inhibit pilot replicates=1.5;MK inhibit pilot replicates=6.0;DPM-DC inhibit pilot screen %=0.5
O=C(CSc1nnc2ccccn12)NC(=O)NC1CCCCC1 | -1% | 5 | i | -24% | -13% | 10% | -8% | 19 | 10%
CC12CN(C(=O)c3ccco3)CC(c3ccccc3)(CN(C(=O)c3ccco3)C1)C2=O | -8% | 4 | i | -9% | -13% | 15% | 2% | 11 | 6%
CC1(c2ccccc2)NC(=O)N(CC(=O)N2CCOCC2)C1=O (stereo not given) | 1% | 4 | i | -4% | 5% | 10% | 0% | 0 | 12%
Cc1noc(COc2ccccc2OCC(N)=O)c1Cl | -2% | 0 | i | 3% | 1% | 9% | 12% | 9 | 5%
COCCn1c(C)cc(C(=O)COC(=O)c2ccc3ncsc3c2)c1C | -9% | 18 | i | 12% | 12% | 11% | 6% | 7 | 3%
O=C(OCCN(C1=NS(=O)(=O)c2ccccc21)c1ccc(Cl)cc1)c1ccco1 | -8% | 2 | i | -17% | -6% | . | 3% | 15 | 11%
COc1ccc(OC)c(C2CC(=O)N3CN(c4ccc(C)c(Cl)c4)CSC3=C2C#N)c1 (stereo not given) | -4% | 1 | i | -3% | 6% | 9% | 0% | 0 | -1%
O=C(c1cnc2n(c1=O)CCS2)N1CCN(c2ccc(Cl)c(Cl)c2)CC1 | -6% | 0 | i | 6% | -4% | . | -1% | 11 | -4%
CCCCCn1c(CN2CCN(Cc3ccccc3)CC2)nc2c1c(=O)[nH]c(=O)n2C | 3% | 4 | i | 16% | 0% | 8% | 11% | 8 | 1%
Cc1ccc(-n2c(=O)[nH]cc(C(=O)Nc3ccc4c(c3)OCO4)c2=O)cc1C | -2% | 7 | i | -3% | -18% | . | -1% | 1 | 7%
CC[C@H](C)[C@H](NS(=O)(=O)c1ccc(C)cc1)C(=O)N1CCC(C(=O)N[C@@H](C)C(=O)O)CC1 | 2% | 6 | i | -5% | -11% | 4% | -7% | 13 | 16%
CCCN(CCC)CCCNS(=O)(=O)c1cc(Br)cc2c1N(C(C)=O)CC2 | 0% | 8 | i | 13% | 6% | -6% | -2% | 14 | 9%
CCCCOc1ccc(-c2nnc(-c3ccco3)o2)cc1 | -9% | 4 | i | -24% | -18% | 9% | -4% | 3 | 8%
O=S(=O)(Cc1ccccc1)N1CCn2c(nc3ccccc32)C1 | 0% | 3 | i | 9% | 10% | 7% | -4% | 7 | 11%
CCOC(=O)c1nnn(CC(=O)Nc2cc(Cl)ccc2C)c1C(=O)OCC | -14% | 2 | i | -18% | -13% | 12% | . | 15 | 0%
CCC1(C)Cc2c(sc3c2c2ncnn2c2nnc(SCC(=O)NCc4ccco4)n32)CO1 (stereo not given) | 10% | 2 | i | -5% | -6% | 6% | 8% | 8 | 4%
CCC(=O)N/C=C/n1cnc2cc(C(F)(F)F)ccc21 | 3% | 0 | i | 15% | -9% | 4% | 13% | 15 | 11%
C=CCc1ccccc1OCC(O)CN1CCN(Cc2ccc3c(c2)OCO3)CC1 (stereo not given) | -3% | 15 | i | 31% | 28% | 27% | -1% | 21 | 13% | PMK inhibit pilot replicates=4.0;MK inhibit pilot replicates=3.0;DPM-DC inhibit pilot screen %=1.0
COCC(=O)Nc1nnc(SCC(=O)NCc2cccs2)s1 | -6% | 4 | i | 4% | 4% | . | 3% | 8 | 5%
O=C(NCCc1ccc(Cl)cc1)C1CCN(C(=O)c2sccc2-n2cccc2)CC1 | 3% | 4 | i | 2% | 5% | -1% | -1% | 14 | 6%
O=C(Cn1nc(Cc2cccnc2)c2ccccc2c1=O)Nc1ccc2c(c1)OCO2 | 0% | 6 | i | 2% | 3% | 6% | 4% | 6 | 17% | PMK inhibit pilot replicates=1.5;MK inhibit pilot replicates=0.0;DPM-DC inhibit pilot screen %=0.5
O=C(CN1C(=O)COc2ccccc21)NCCN1CCc2ccccc2C1 | -11% | 0 | i | 3% | 2% | 6% | -1% | 8 | 8% | PMK inhibit pilot replicates=2.0;MK inhibit pilot replicates=0.0;DPM-DC inhibit pilot screen %=0.0
O=C(CCN1C(=O)c2ccccc2C1=O)N1CCN(Cc2ccc(Cl)cc2Cl)CC1 | -2% | 6 | i | 10% | 8% | 0% | 2% | 7 | 2%
O=C(NCCCn1ccnc1)c1cn(-c2ccccc2)nc1-c1ccc(F)cc1 | -1% | 5 | i | 9% | 4% | 7% | -3% | 8 | -17%
CC1=C2C(=O)OC(c3ccoc3)C2(C)CCC1 (stereo not given) | 2% | 4 | i | 0% | 8% | 8% | -8% | 6 | 5%
CCOc1ccc(-c2ncncc2-c2ccc(OC)cc2)c(O)c1 | -1% | 4 | i | -8% | -12% | 3% | 0% | 6 | 12%
COC(=O)c1cc(OC)c(OC)c(OC)c1N | -4% | 11 | i | -6% | -10% | 9% | 5% | 4 | 4%
COc1ccc(C(CNC(=O)c2ccc(-n3cnnn3)cc2)N2CCOCC2)cc1 (stereo not given) | -2% | 0 | i | -5% | -3% | . | 27% | 12 | 4%
Cn1nnnc1SCC(=O)Nc1nc(-c2ccccc2)c(-c2ccccc2)o1 | -4% | 2 | i | 8% | -16% | 5% | 1% | 0 | 9%
Cc1cc(C)c(NC2=CC(=O)CC(C)(C)C2)c(C#N)c1 | -4% | 6 | i | -6% | -14% | -7% | 5% | 5 | 4%
O=C(CSc1nnc(C2COc3ccccc3O2)o1)N1CCOCC1 (stereo not given) | -8% | 0 | i | 1% | -4% | 11% | 0% | 14 | 1%
CCOC(=O)C1=C(C)NC(=O)NC1/C(C)=C/c1ccccc1 (stereo not given) | -7% | 0 | i | -26% | -16% | 3% | -1% | 38* | 13%

Compound activity deposited in PubChem by several laboratories.
